From PubChem
OX1R antag-1: antagonists of human orexin 1 receptor (OX1R); Orexin/Hypocretin receptor type 1 (Homo sapiens), O43613; OX1R-expressing cells, FRET antagonist read-out; inhibition, % at 6.6 µM; 1.8% of 330,000 active; AID 485270, 2010; in the data active means inhibition mostly above about 38%, no sharp cut-off; inactive means mostly below about 40%;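 further: 0% = agonist challenge alone and 100% = reference antagonist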
Target sequence (O43613 whole entry, looked up): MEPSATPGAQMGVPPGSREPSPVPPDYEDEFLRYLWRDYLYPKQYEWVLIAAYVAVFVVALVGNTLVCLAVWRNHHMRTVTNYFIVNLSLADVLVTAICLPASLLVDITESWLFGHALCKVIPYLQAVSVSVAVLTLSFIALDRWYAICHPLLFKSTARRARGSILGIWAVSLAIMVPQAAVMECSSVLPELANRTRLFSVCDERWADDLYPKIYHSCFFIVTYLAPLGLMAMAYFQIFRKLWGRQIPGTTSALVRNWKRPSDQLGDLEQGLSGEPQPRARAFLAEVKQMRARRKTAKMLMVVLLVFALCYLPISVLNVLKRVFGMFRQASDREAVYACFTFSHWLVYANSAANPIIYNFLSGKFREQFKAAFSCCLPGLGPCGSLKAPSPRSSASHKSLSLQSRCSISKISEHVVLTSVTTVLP
OX1R antag-2: OX1R (HCRTR1) antagonists, primary screen, fluorescence, CHO/OX1R cells, Fluo-8 calcium, orexin A | Orexin/Hypocretin receptor type 1 (Homo sapiens), O43613 | Fluo-8 calcium fluorescence | inhibition, % at 5 µM | 0.43% of 330,000 active | AID 434989, 2010;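 active means inhibition above its plate's threshold, mean inhibition of all tested compounds on the plate plus 3 SD, cut at about 37% in these data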;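 further: 0% = orexin A challenge wells and 100% = SB-334867-A antagonist wells; not every result past the cut was called active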
An asterisk follows results filed as active. Hits appear at their usual frequency. About 2.1% of those tested had a hit in this group.

mol	OX1R antag-2	OX1R antag-1
O=C(CN1C(=O)/C(=C/c2ccccc2)SC1=S)Nc1ncc(Cc2ccccc2)s1	-11	22
COc1ccccc1NC(=S)NNC(=O)c1c(Cl)c(C)nn1C	-5	39
O=C1CCCN1CC(O)CS(=O)(=O)c1ccc(Cl)cc1 (configuration not stated)	-4	8
O=C(NC1CCCC1)c1ccc(Cl)s1	-14	5
NC(=O)C1CCN(c2nc(-c3ccccc3N)cs2)CC1	-3	10
O=C(/C=C/c1ccc(Cl)cc1)NC(=S)Nc1ccc(N2CCOCC2)c(Cl)c1	-26	-2
CCN(CC1CCCO1)C(=O)CCc1nnc(CCc2ccc(OC)cc2)o1 (configuration not stated)	-33	1
CCOC(=O)C1CCN(C(=O)COc2ccc([N+](=O)[O-])cc2)CC1	-12	18
COc1cccc(C(=O)COc2cccc(NC(=O)c3ccco3)c2)c1	-31	11
COc1ccc2nc(NCc3ccccc3)[nH]c2c1	-10	7

Reprinted from the part before: 2 compounds; new compounds follow.
mol	OX1R antag-2	OX1R antag-1
COc1cccc(C(=O)COc2cccc(NC(=O)c3ccco3)c2)c1	-31	11
COc1ccc2nc(NCc3ccccc3)[nH]c2c1	-10	7
CC1CCN(CC(=O)Nc2nccs2)CC1	-3	-2
Cc1ccccc1CN1CCN(C(=O)c2ccc(S(=O)(=O)NCc3ccco3)cc2)CC1	-10	11
O=C(NC1CC1)C1CCN(C2CCN(Cc3ccccc3C(F)(F)F)CC2)CC1	-20	4
COc1ccc(N2CCN(C(=O)c3sc4ncn(CC(=O)N5CCCCC5)c(=O)c4c3C)CC2)cc1	-4	9
COc1ccc(OC)c(NC(=O)CSc2ccc3nnc(-c4ccccn4)n3n2)c1	-20	4
Cc1nn(C)c(Cl)c1CN1CCC(CO)(CCOc2ccccc2)CC1	-37	5
O=C(O)Cc1ccc2oc(-c3cccnc3)nc2c1	-12	19
CCOC(=O)Cc1c(C)nc2cc(-c3ccc(Cl)cc3)[nH]n2c1=O	-13	21
CCN(CC(=O)Nc1ccccc1C(F)(F)F)C(=O)Cc1ccc2c(c1)CCC2	9	15
Cc1ccc(CNC(=O)c2ccc(N3CCC4(CC3)CC(c3cccc(Br)c3)=NO4)c([N+](=O)[O-])c2)cc1	-15	13
Cc1ccc(/C=N/N2CCN(c3ccc(Cl)cc3)CC2)o1	-27	16
CN(C)/C=C1\SC(=S)N(c2ccc(F)cc2)C1=O	-20	59
Cc1cc(C(=O)COc2ccc3ccc(=O)oc3c2)c(C)n1Cc1cccs1	-17	33
O=C(c1cc(-c2ccco2)on1)N1CCN(C(c2ccccc2)c2ccccc2)CC1	-23	17
C=CCOc1ccc(C2NC(=O)c3ccccc3O2)cc1OCC (configuration not stated)	4	15
CC(C)C[C@H](NC(=O)c1nc[nH]c1C(=O)NC(c1ccccc1)c1ccccc1)C(=O)OC(C)(C)C	-6	-7
CCc1ccc(Oc2nnnn2-c2ccc(C(N)=O)cc2)cc1	-3	19
O=C(O)C1C2C=CC(O2)C1C(=O)Nc1ccc(S(=O)(=O)N2CCc3ccccc32)cc1 (configuration not stated)	3	7
CCN(CC)C(=O)Cn1cc(C(=O)C(=O)N2CCc3ccccc32)c2ccccc21	-26	36
CCCS(=O)(=O)c1nc(S(=O)(=O)c2ccc(C)cc2)c(N2CCN(CCO)CC2)s1	-18	19
CCOC(=O)C1(Cc2ccc(OC)cc2)CCN(C(=O)CCN2CCCC2=O)CC1	-21	10
Cc1ccc(/C=C/C(=O)NCCc2cccc(Cl)c2)o1	-20	16
NC(=O)CSc1nnc(Cc2ccc3c(c2)OCO3)o1	2	5
NCCSC1CC(=O)N(Cc2ccc(F)cc2)C1=O (configuration not stated)	-11	2
CCCc1nc2sc3ccccc3c(=O)c2c(=O)n1CCOC	-10	10
N#Cc1nnn2c1nc(N)c1c(F)cccc12	1	11
O=C(Cn1c2ccccc2c(=O)c2ccccc21)N/N=C/c1cc([N+](=O)[O-])ccc1N1CCCCCC1	-28	8
Cc1ccc(C(=O)Nc2ccc(N3CCOCC3)c3nonc23)cc1[N+](=O)[O-]	-6	20
CC(=O)N1c2ccc(S(=O)(=O)N3CCC(C(=O)N4CCN(c5ccccc5F)CC4)CC3)cc2CC1C (configuration not stated)	7	9
O=C(NC(=S)NCCN1CCOCC1)c1ccccc1Br	-8	11
O=C(CN(c1ccc(F)cc1)S(=O)(=O)c1ccc2c(c1)OCCO2)NCC1CCCO1 (configuration not stated)	-15	13
CCc1ccc(OCC(O)CN2CCN(c3ccccc3)CC2)cc1 (configuration not stated)	-24	4
CC(OC(=O)CCc1nc2ccccc2c(=O)[nH]1)C(=O)NC1CCCC1 (configuration not stated)	-18	10
Nc1nc(Nc2ccccc2F)nc(NC2CCCCC2)c1[N+](=O)[O-]	-58	14
CC(=O)c1ccc(N2CCN(C(=O)C3CCN(S(=O)(=O)c4ccc5c(c4)CC(C)N5C(C)=O)CC3)CC2)cc1 (configuration not stated)	-33	6
CC(=O)c1sc(-c2ccc(F)cc2)cc1NS(=O)(=O)c1ccccc1	1	-1
COc1ccccc1/C=N/OCc1ccc(C#N)cc1	-15	2
CCc1cc2c(=O)c(-c3ccc(F)cc3)c(C(F)(F)F)oc2cc1OCC(=O)O	-1	3
CC(C)n1c2ccccc2c2nnc(SCC(=O)OCN3C(=O)c4ccccc4C3=O)nc21	-1	50*
COc1ccc(CNC(=O)C2CC(c3ccccc3C(F)(F)F)=NO2)cc1 (configuration not stated)	-18	31
CCOc1ccc(-c2nnc(NC(=O)Cc3ccc(OC)cc3)o2)cc1	-17	1
Cc1ccc(OCCn2ncc3ccccc3c2=O)c(C)c1	-25	-1
CC(C)Oc1ccc(S(=O)(=O)N2CCOCC2)cc1NC(=O)CC1OC(=O)c2ccccc21 (configuration not stated)	-29	15
CCN(CC)C(=O)Oc1ccc2c(=O)c(-c3ccc(OC)cc3)c(C)oc2c1	-33	17
COc1ccc(N(CC(=O)NCc2cccs2)S(=O)(=O)c2c(C)n[nH]c2C)cc1	-24	9
CCCS(=O)(=O)Nc1c(C(=O)O)[nH]c2ccc(OC)cc12	-4	6
Cc1ccccc1C(=O)NNC(=S)NC(=O)c1cccnc1	-15	-4
O=C(c1ccco1)N1CCN(c2ccc(Cl)cc2)CC1	-10	18
O=C(CC1CCCCC1)NCc1nc(-c2ccccc2)no1	-28	14
Cc1ccc(C(=O)OCC(=O)Nc2ccc3c(c2)OCO3)c(O)c1	-6	17

Later entries:
mol	OX1R antag-2	OX1R antag-1
COc1ccc(CNC(=O)C2CCN(c3nccs3)CC2)cc1	-16	8
Cc1ccc(CNC(=O)c2cc3cc(Br)ccc3oc2=N)cc1	3	4
CC1CCCN(CCCNC(=O)c2nn(C)c3c2CS(=O)(=O)c2ccccc2-3)C1 (configuration not stated)	0	8
CN1CCN(/N=C/c2cccc(Cl)c2Cl)CC1	-8	14
CC(C)CSc1n[nH]c(=S)s1	-7	8
Cc1nc(Nc2ccc3c(c2)OCCO3)c2nnn(Cc3ccccc3Cl)c2n1	-21	13
Cc1[nH]c(C)c(S(=O)(=O)N2CCCCC2C)c1C(=O)N1CCCC1 (configuration not stated)	-26	8
O=C(CCNC(=O)c1ccccc1)NNC(=O)c1ccccc1Br	-1	2
O=C(CNCC1CCCO1)NCc1ccco1 (configuration not stated)	4	6
Cc1cccc(C(=O)N2CCCC(Nc3ccc(C(C)C)cc3)C2)n1 (configuration not stated)	1	7
COc1ccccc1N(CC(=O)NCCSCc1ccco1)S(=O)(=O)c1ccccc1	23	51*
Cn1ccnc1C(=O)C1CCCN(Cc2cn[nH]c2-c2ccc(-c3ccccc3)cc2)C1 (configuration not stated)	-14	34
O=C(Cn1ncc2c(=O)oc3ccccc3c21)NCC1COc2ccccc2O1 (configuration not stated)	-14	5
O=C(c1ccc2c3c(cccc13)CC2)C1CCCN(Cc2ccc(OCCO)cc2)C1 (configuration not stated)	-23	9
CC1Cc2cc(-c3csc(NC(=O)Cc4cccs4)n3)ccc2N1S(C)(=O)=O (configuration not stated)	30	17
CCN(CC)S(=O)(=O)c1cccc(NC(=O)c2ccc(Br)cc2)c1	-1	6
O=C(OCC(=O)N1CCOCC1)c1ccccc1O	1	21
Cc1ccc(S(=O)(=O)N2CCOCC2)cc1C(=O)Nc1nc(-c2cccnc2)cs1	-9	7
Cc1ccc(N(Cc2ccccc2)C(=O)c2cccc(S(=O)(=O)N3CCN(C)CC3)c2)cc1	-26	9
Cc1cc(NC(=O)CSc2nnc(C)n2C)no1	-10	15

Look-ups from the list:
`O=C1CCCN1CC(O)CS(=O)(=O)c1ccc(Cl)cc1` (configuration not stated) – OX1R antag-2 = -4
`CCOC(=O)C1CCN(C(=O)COc2ccc([N+](=O)[O-])cc2)CC1` – OX1R antag-1 = 18
`Cc1cc(NC(=O)CSc2nnc(C)n2C)no1` – OX1R antag-2 = -10

Following part
mol	OX1R antag-2	OX1R antag-1
O=C(c1ccc(Cn2cc(Cl)cn2)o1)N1CCN(Cc2ccc3c(c2)OCO3)CC1	-19	13
O=C(C1CCC(=O)N(C2CC2)C1)N(CCO)Cc1ccccc1 (configuration not stated)	-21	0
O=C1N(Cc2cccnc2)C[C@@H]2C[C@@H](c3cccc(OC4CCCC4)c3)N3CCC[C@@]123	-45	-3
CC(=O)c1ccc(OCC(=O)NC2CCS(=O)(=O)C2)cc1 (configuration not stated)	-4	18
CC(C)c1ccc(/C=N/NC(=O)c2nnn(-c3nonc3N)c2CN2CCOCC2)cc1	-5	0
O=C(NCCCN1CCOCC1)C(C(=O)NCCCN1CCOCC1)c1ncc(C(F)(F)F)cc1Cl	5	16
Cc1cccc(N2CCN(CC(=O)Nc3ccc(-n4cnnn4)cc3)CC2)c1C	-7	-2
CCN(CC)S(=O)(=O)c1ccc(N2C(=O)Nc3ccccc3N2O)cc1	2	17
COc1ccccc1CNc1cc(-c2ccccc2)ccc1OC	-3	29
CCOc1ccccc1C1CC(c2ccccc2)Nc2nc(N)nn21 (configuration not stated)	-18	9
O=C(O)c1ccccc1C1Nc2ccccc2C(=O)N1CCCN1CCOCC1 (configuration not stated)	1	0
CCCCn1nc(C(=O)N(CCOC)c2c(N)n(CCCC)c(=O)[nH]c2=O)c2ccccc2c1=O	-14	9
CN1C(=O)C(N=Nc2ccccc2C(=O)O)N(C)C1=S (configuration not stated)	7	30
O=C(NCCc1c[nH]c2ccccc12)C(=O)NCC1OCCN1S(=O)(=O)c1ccc(Cl)cc1 (configuration not stated)	-18	10
CCOC(=O)CSc1ncc(-c2ccccc2)cn1	-21	19
CC1CCCCN1c1nnc(NC(=O)Cn2c(=O)oc3ccccc32)s1 (configuration not stated)	-24	6
O=C(CNc1ccc2c(c1)OCO2)N/N=C\c1ccccc1Cl	-25	24
COc1ccc2nc(NC3=NC(c4ccccc4)CC(=O)N3)nc(C)c2c1 (configuration not stated)	0	43
Cc1cccc2sc(N(CCN(C)C)C(=O)C3CCN(S(=O)(=O)c4cccs4)CC3)nc12	-15	0
C=CCc1ccc(OCCOc2cccc(/C=N/n3cnnc3)c2)c(OC)c1	-28	32
Cc1ccc(C)c(NC(=S)Nc2ncccc2C)c1	-15	4
CC(C)OC(=O)c1cc2c(ccn2-c2ccc(F)cc2)n1CC(=O)N1CCN(C(=O)c2ccco2)CC1	-40	12
O=C(NCC1CCCO1)c1cc(-c2ccc(Cl)cc2Cl)on1 (configuration not stated)	-33	27
Cc1ccc(N(CC(=O)Nc2cccc(Cl)c2C)S(C)(=O)=O)cc1	-19	12
O=C(CN1C(=O)c2cccc([N+](=O)[O-])c2C1=O)N1CCN(S(=O)(=O)c2ccccc2)CC1	24	34*
CCCc1cc(=O)[nH]c(SCC(=O)Nc2c(C)n(C)n(-c3ccccc3)c2=O)n1	0	8
O=C(N/N=C/c1ccncc1)c1cccs1	-13	-1
O=C(Nc1ccc(-n2cnnn2)cc1)c1cccc(S(=O)(=O)N2CCCC2)c1	-15	15
CC1CCCN(C(=O)C2(NC(=O)Nc3cccc(F)c3)CCCCC2)C1 (configuration not stated)	-18	4
COc1ccccc1-n1c(SCC(=O)N2CCOCC2)nc2ccccc2c1=O	-9	10
O=C(Nc1ccccc1)C1=C[C@H](c2ccccc2)C[C@H](OCc2ccc(CO)cc2)O1	-11	19
CCOc1ccccc1/C=N/NC(=O)c1ccc(Cn2cc([N+](=O)[O-])cn2)o1	-21	10
O=C(c1cnn(-c2ccccc2)c1)c1ccc2ccccc2c1O	-33	20
Cc1nn(CC(=O)Nc2ccc(S(=O)(=O)N(C)C)cc2)c(C)c1[N+](=O)[O-]	1	-3
CCNc1nc(NCC)nc(OCCNS(=O)(=O)c2ccccc2)n1	-17	15
O=C(c1ccc(C(F)(F)F)cc1)n1ccc(-c2cccs2)n1	-5	11
Cc1cc([N+](=O)[O-])nn1CCCC(=O)Nc1cccnc1Cl	-22	11
O=C(COC(=O)C1(c2ccccc2)CC1)NNC(=O)c1ccccc1F	-5	4
Cc1ccccc1-c1nc(CN2CCC(C(=O)NCc3ccco3)CC2)c(C)o1	-19	13
CCCNc1c(NS(=O)(=O)c2ccc3c(c2)CCCC3)c(=O)oc2ccccc12	-25	26
Cc1ccc([C@H]2C(C(=O)O)=CC[C@@H](c3ccc4c(c3)OCO4)N2S(=O)(=O)c2ccc(C)cc2)cc1	-6	33
CC(=O)Nc1cccc(C(=O)OCC(=O)NCc2ccc(F)cc2)c1	-14	6
CCOC(=O)N1CCN(C(=S)Nc2ccccc2C(C)C)CC1	2	12
O=C(CSc1nc2ncccc2[nH]1)NCc1ccccc1	-21	27
